tim23-1 inh – tim23-1 yeast growth inhibition | inhibition, % at 20 µM | actives 1.3% (n = 330,000) | S. cerevisiae tim23-1 growth, BacTiter-Glo luminescence, 24 h | AID 463212;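 active means growth inhibition of the mutant yeast at or above 50%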;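 further: temperature-sensitive mutant grown at 25 °C; plate controls were DMSO-treated mutant yeast for no effect and medium wells lacking yeast for full effect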
CHOP UPR activ – apoptotic UPR (CHOP) activation; actives 0.34% (n = 330,000); activation, % at 10 µM; CHO-CHOP luciferase reporter, luminescence; percent of tunicamycin response over DMSO baseline; AID 449763;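 active means at 10 µM dose, activation of 40% or more, normalized to positive control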;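 further: 100% = tunicamycin at 10 µg/mL and 0% = DMSO alone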
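Dosing – one dose, 10 µM in 0.5% DMSO · System – CHO-CHOP cells, stable luciferase reporter of PERK-eIF2a-CHOP signalling · Input – 500 cells/well · Control set – tunicamycin 10 µg/mL final as positive, DMSO-only wells as negative · Timing – 6 h compound treatment, 37 °C · Measure – % activation vs tunicamycin · Technique – luminescence read with Steady-Glo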
CXCR6 inh – blocks human CXCR6 beta-arrestin recruitment; CHO-K1 PathHunter CXCR6 beta-arrestin, luminescence; inhibition, % at 20 µM; actives 0.36% (n = 360,000); in the data active means inhibition above about 34%, passing the limit was not always enough;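 further: antagonist mode with CXCL16 agonist at 10 nM final; 0% = 10 nM CXCL16 with DMSO and 100% = unstimulated wells without agonist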
UPR XBP1 act – adaptive UPR (XBP1) activation; activation, % at 20 µM; actives 0.33% (n = 330,000); CHO-XBP1 luciferase reporter, IRE1-XBP1 UPR activation, luminescence; percent of tunicamycin response, DMSO as zero;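 active means versus positive control, 20 µM dose yields 30% or more activation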;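 further: 100% = tunicamycin at 10 µg/mL and 0% = DMSO only wells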
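assay system = CHO-XBP1 luciferase reporter cells | amount = 1000 cells/well | buffer or medium = F12 plus 10% FBS | compound dosing = single point, 20 µM final compound, 1% DMSO | incubation = 16-18 h cell attachment at 37 °C, then 6 h compound exposure | detection = Steady-Glo luminescence read | controls = tunicamycin 10 µg/mL and vehicle-only wells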
tim10-1 inh – growth inhibitors of tim10-1 mutant yeast | S. cerevisiae tim10-1 ts strain growth, BacTiter-Glo, 24 h | inhibition, % at 20 µM | actives 2.2% (n = 330,000) | AID 463190;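 active means inhibition of at least 40%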;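 further: mutant grown at 25 °C; 0% = DMSO wells with yeast and 100% = wells holding no yeast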
APJ ag – agonists of human APJ apelin receptor. P35414. CHO-K1 APJ PathHunter beta-arrestin, luminescence; 0% DMSO wells, 100% apelin. actives 0.11% (n = 330,000). activation, % at 20 µM;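 active means activation more than six SD over the plate average, tested at 20 µM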;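 further: 0% = DMSO alone and 100% = apelin-13 at 10 nM; some results filed as inactive read as strong as hits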
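Assay system: CHO-K1 APJ beta-arrestin complementation cell line / Compound: single test compound dose, 20 µM final, 1% DMSO / Times: overnight seeding, 90 min compound at 25 °C, 1 h detection / Technique: beta-gal luminescence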
Mdm2 MdmX PPI – inhibitors of human Mdm2/MdmX interaction. O15151+Q00987. SaOS-2 split-luciferase Mdm2/MdmX complementation, luminescence. inhibition, % at 8 µM. AID 485346. actives 3% (n = 330,000);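 active means inhibition of at least 50% at 8 µM in the primary screen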
Target sequence (O15151 whole entry, looked up): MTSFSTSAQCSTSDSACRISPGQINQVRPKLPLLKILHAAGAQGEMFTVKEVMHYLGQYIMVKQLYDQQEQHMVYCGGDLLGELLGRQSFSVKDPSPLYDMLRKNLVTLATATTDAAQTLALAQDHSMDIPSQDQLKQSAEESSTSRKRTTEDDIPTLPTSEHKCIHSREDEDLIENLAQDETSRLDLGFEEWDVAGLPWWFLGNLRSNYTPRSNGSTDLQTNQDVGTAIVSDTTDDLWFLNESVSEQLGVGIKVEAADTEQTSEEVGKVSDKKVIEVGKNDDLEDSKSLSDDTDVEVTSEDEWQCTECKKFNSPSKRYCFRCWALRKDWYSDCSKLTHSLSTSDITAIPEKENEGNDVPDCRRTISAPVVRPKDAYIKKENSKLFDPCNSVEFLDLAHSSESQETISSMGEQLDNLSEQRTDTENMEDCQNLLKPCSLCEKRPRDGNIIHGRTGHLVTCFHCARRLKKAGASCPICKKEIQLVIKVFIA
Target sequence (Q00987 whole entry, looked up): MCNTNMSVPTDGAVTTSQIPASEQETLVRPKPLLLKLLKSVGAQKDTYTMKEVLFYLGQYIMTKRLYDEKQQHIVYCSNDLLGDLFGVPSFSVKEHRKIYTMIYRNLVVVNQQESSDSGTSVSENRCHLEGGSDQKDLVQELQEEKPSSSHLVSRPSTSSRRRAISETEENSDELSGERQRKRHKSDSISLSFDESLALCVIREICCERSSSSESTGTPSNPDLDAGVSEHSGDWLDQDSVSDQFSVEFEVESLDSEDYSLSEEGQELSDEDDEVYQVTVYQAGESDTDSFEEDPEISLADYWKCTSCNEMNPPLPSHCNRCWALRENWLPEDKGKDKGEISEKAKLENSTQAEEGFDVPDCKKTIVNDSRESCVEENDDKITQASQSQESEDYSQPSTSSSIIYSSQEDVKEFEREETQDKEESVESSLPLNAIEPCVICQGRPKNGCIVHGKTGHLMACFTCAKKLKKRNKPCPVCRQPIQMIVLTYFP
APJ antagonist – blocks the human apelin receptor APJ; CHO-K1 APJ beta-arrestin complementation, luminescence; inhibition, % at 20 µM; actives 0.32% (n = 330,000); AID 2521; P35414;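 active means inhibition above about 40% at 20 µM, limit read from the data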;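 further: cells challenged with 10 nM apelin-13 agonist together with compound; plate controls were apelin-13 plus DMSO wells for no effect and DMSO wells lacking apelin-13 for full effect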
TIM10 inh – inhibits growth of TIM10 yeast strain | S. cerevisiae TIM10 strain growth, BacTiter-Glo luminescence, 24 h | inhibition, % at 10 µM | actives 1.4% (n = 330,000);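 active means inhibition of 40% or more at the single tested concentration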;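 further: wild-type TIM10 isogenic control strain grown at permissive 25 °C; 0% = DMSO yeast wells and 100% = minimal medium wells without yeast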
Numbers without * were called inactive. These rows are one share of the data (hit frequency here may not be typical).

The opening 2 records, ahead of the listing:
SMILES	tim23-1 inh	CHOP UPR activ	CXCR6 inh	UPR XBP1 act	tim10-1 inh	APJ ag	Mdm2 MdmX PPI	APJ antagonist	TIM10 inh
COc1cccc(C2Cc3ccccc3C(=O)O2)c1 (stereo unspecified)	22	4.5	-1	4	28	0	15	4	14
Cc1nc2c(Br)c3nc(C(F)(F)F)[nH]c3c(Br)c2[nH]1	19	-3.4	5	-1	11	0	2	-6	8

Main list, from the start:
SMILES	tim23-1 inh	CHOP UPR activ	CXCR6 inh	UPR XBP1 act	tim10-1 inh	APJ ag	Mdm2 MdmX PPI	APJ antagonist	TIM10 inh
COc1cccc(C2Cc3ccccc3C(=O)O2)c1 (stereo unspecified)	22	4.5	-1	4	28	0	15	4	14
Cc1nc2c(Br)c3nc(C(F)(F)F)[nH]c3c(Br)c2[nH]1	19	-3.4	5	-1	11	0	2	-6	8
O=C(Cc1ccc(F)cc1)Nc1cccc2cccnc12	-18	-1.1	-5	-1	-24	-4	-2	2	-20
O=C(NCc1ccccc1)c1csc2c1CCCCC2	28	1.7	6	2	33	-1	21	9	16
CCC(C)(C)n1nnnc1C(c1ccc(OC)cc1)N1CCN(C(=O)c2ccco2)CC1 (stereo unspecified)	13	0.6	2	-2	-10	-5	7	24	18
CC(C)CNC(=O)CN1C(=O)NC2(CCc3ccccc32)C1=O (stereo unspecified)	10	1.7	-2	-2	-15	0	12	-4	-8
CCCCC1=CC2=CC(=O)C(C)(OC(=O)CC)C(=O)C2=CN1CCCCO (stereo unspecified)	8	-1.5	-1	2	1	13	-1	-23	8
O=C(Nc1ccc(N2CCN(Cc3ccccc3)CC2)cc1)c1ncn[nH]1	16	-2.4	8	-5	10	-2	23	17	-6
Cc1ccccc1Cn1cc(S(=O)(=O)CC(=O)N2CCCCC2)c2ccccc21	15	-1.8	6	-4	12	-4	21	2	15
C=CCNc1nc(NCC)nc(N2CCOCC2)n1	5	1.8	-4	-6	4	1	12	16	8
COc1ccc(C(=O)/C=C/c2ccc(O)cc2)c(O)c1C/C=C(\C)CCC=C(C)C	12	11	2	83*	11	-1	68*	11	4
CN(C)CCCN(C(=O)COc1ccccc1)c1nc2c(F)cccc2s1	-1	-0.3	8	-4	2	-5	16	13	4
CCN(CC(=O)Nc1ccc2c(c1)OCCO2)S(=O)(=O)c1cccs1	-20	0.2	-14	1	6	-3	-34	-1	-25
O=C1c2ccccc2NC(c2ccccc2Br)N1CCCN1CCOCC1 (stereo unspecified)	-32	2.0	-4	-1	-24	-3	7	9	-31
Cc1ccc2[nH]c3ccccc3c(=O)c2c1	59*	2.4	-17	14	-24	-2	-22	-8	10
Nn1c(SCC(=O)Nc2ccc(S(N)(=O)=O)cc2)nnc1-c1ccco1	8	0.3	-7	-1	5	-1	24	5	8
Cc1cc(C)c(S(=O)(=O)NCCn2ccc3ccccc32)c(C)c1	39	0.1	0	-1	25	1	0	0	2
COc1cc([N+](=O)[O-])cc(/C=N/NC(=O)c2cncc(Br)c2)c1O	-9	9.4	20	4	7	-4	30	16	-22
CCc1nnc(NC(=O)CSc2ncnc3c2cnn3-c2ccc(OC)cc2)s1	-7	-0.9	3	-1	1	-3	12	5	4
CN1CCN(CCCCOc2ccccc2C=O)CC1	10	-1.3	-4	0	13	-2	13	4	-1

Some of these compounds in order of SMILES length, smallest number first.
SMILES	tim23-1 inh	CHOP UPR activ	CXCR6 inh	UPR XBP1 act	tim10-1 inh	APJ ag	Mdm2 MdmX PPI	APJ antagonist	TIM10 inh
CN1CCN(CCCCOc2ccccc2C=O)CC1	10	-1.3	-4	0	13	-2	13	4	-1
Cc1cc(C)c(S(=O)(=O)NCCn2ccc3ccccc32)c(C)c1	39	0.1	0	-1	25	1	0	0	2
CCc1nnc(NC(=O)CSc2ncnc3c2cnn3-c2ccc(OC)cc2)s1	-7	-0.9	3	-1	1	-3	12	5	4
Nn1c(SCC(=O)Nc2ccc(S(N)(=O)=O)cc2)nnc1-c1ccco1	8	0.3	-7	-1	5	-1	24	5	8
COc1cc([N+](=O)[O-])cc(/C=N/NC(=O)c2cncc(Br)c2)c1O	-9	9.4	20	4	7	-4	30	16	-22

Following part.
SMILES	tim23-1 inh	CHOP UPR activ	CXCR6 inh	UPR XBP1 act	tim10-1 inh	APJ ag	Mdm2 MdmX PPI	APJ antagonist	TIM10 inh
COc1nc(Nc2ccc(O)cc2)nc(OC(C(F)(F)F)C(F)(F)F)n1	15	-0.1	0	2	11	-2	5	29	17
COc1ccc(-c2nnc(SCC(=O)N3CCCC3)o2)cc1	6	4.0	-2	2	-7	1	-27	-22	-3
Cc1cccc(C(=O)Nc2nnc(SCC(=O)NCc3ccco3)s2)c1	2	3.5	-2	-1	-10	8	0	9	-1
COc1cc(NC(=O)CN2C(=O)CSc3ccc(S(=O)(=O)N4CCCC4)cc32)cc(OC)c1	5	-1.2	-3	-2	0	1	-3	10	3
COC(=O)[C@@H](NC(=O)c1ccc(OC2CCN(Cc3ccccn3)CC2)cc1)C(C)C	7	4.2	0	-2	9	0	4	-6	-10
Cc1ccc(/C=N/NC(=O)NC2CCCCC2)o1	14	4.5	-5	2	14	-4	-3	-2	25
O=C(CN1CCN(c2ncccn2)CC1)NCc1ccc2c(c1)OCO2	8	-1.3	4	-1	2	-1	20	1	6
CC(C)C[C@H](NC(=O)c1[nH]cnc1C(=O)N[C@@H](Cc1ccccc1)C(=O)OCc1ccccc1)C(=O)OC(C)(C)C	6	-0.8	-3	4	1	-4	49	4	10
COc1cc(OC)cc(C(=O)N[C@H](C(=O)Nc2cc(C)cc(C)c2)C(C)C)c1	5	1.0	1	-1	5	-5	6	-19	13
Cn1c(=O)c2c(nc(N/N=C/c3ccc(OC(=O)c4ccco4)cc3)n2Cc2ccc(F)cc2)n(C)c1=O	7	1.2	3	4	-9	7	25	-22	1
Cc1cc(C)cc(-n2ccnc2SCC(=O)O)c1	5	-1.0	-5	0	16	-1	12	10	-14
C[C@H](CO)N1C[C@H](C)[C@@H](CN(C)C(=O)NC2CCCCC2)Oc2ccc(NC(=O)Nc3ccc(C(F)(F)F)cc3)cc2C1=O	17	-1.5	-8	-3	22	0	-9	-9	2
CCCCc1ccc(NC(=O)c2c(C)noc2C)cc1	20	2.2	0	4	24	-5	-5	9	10
CCCCOc1cccc(C2C(C(=O)c3ccc(C)o3)=C(O)C(=O)N2c2nnc(C)s2)c1 (stereo unspecified)	14	2.2	2	-3	13	2	16	13	11
Cc1cc(C)cc(NC(=O)CN(Cc2ccccc2)S(C)(=O)=O)c1	10	-0.9	-9	-1	32	2	3	2	6
CCc1nnc(NC(=O)c2cc(S(=O)(=O)N3CCN(c4ccccc4)CC3)ccc2Cl)s1	4	-1.3	8	-3	11	-1	12	-1	11
CC1CCCC(NC(=O)COC(=O)c2ccc3ccccc3n2)C1C (stereo unspecified)	29	-1.6	4	4	25	-3	7	-3	14
Brc1cc(Br)c2nc3c(cc2c1)CCC3	41	0.4	-1	2	10	-4	8	9	0
CC1(C)C(=O)NCCN1C(=O)CCCC(=O)O	19	0.3	-1	3	-6	-2	13	3	10
CCOC(=O)CSc1nnc(SCCN2C(=O)c3ccccc3C2=O)s1	26	-0.7	0	-1	25	2	-1	12	9
CC(C)CCn1c(=O)c2ccccc2n2c(CN3C(=O)NC4(CCC(C)CC4)C3=O)nnc12 (stereo unspecified)	3	0.7	3	-1	6	10	1	-4	4
CC1(C)CC(=O)C2=C(C1)N=C1c3ccccc3C(=O)C1C2c1ccc(Cl)cc1 (stereo unspecified)	32	20	25	5	44*	-6	56*	11	35
C=CCNC(=O)/C(=C/c1ccccc1OCC)NC(=O)c1ccccc1	11	0.1	-6	-1	14	-1	15	-4	-10
CCOC(=O)c1ccc(Oc2cn[nH]c2-c2ccc(O)cc2O)cc1	17	-1.7	-3	0	22	-2	22	-22	1
CC(C)C(=O)N1CCN(c2ccccc2NC(=S)NC(=O)c2cccs2)CC1	14	-1.2	12	-4	11	-3	19	12	8
Cc1nn(S(=O)(=O)c2ccccc2)c(C)c1S(=O)(=O)N1CCOCC1	0	-1.3	-3	-4	0	-2	19	1	4
Cc1onc(-c2ccccc2)c1NC(=O)N(CCC(=O)O)Cc1ccccc1	-4	0.1	-2	1	5	-2	5	6	5
Cc1ccc(N(CC(=O)NCc2ccc(F)cc2)S(=O)(=O)c2c(C)n[nH]c2C)cc1	-6	-1.1	9	-3	-1	4	20	19	0
COc1cccc(OC)c1C(=O)Nc1cccc(NC(=O)c2cccs2)c1	21	1.0	6	-3	12	2	10	-19	4
CCOC(=O)C(C)On1c(SC(C)C(=O)OCC)nc2ccccc2c1=O (stereo unspecified)	5	0.9	5	1	26	-5	-14	7	20
CN(C)C(=O)c1c2c(nc3ccccc13)-c1ccccc1CC2	21	0.7	-14	0	20	-3	1	6	3
CCNC(=O)N1CCNC(=O)C1CC(=O)OC (stereo unspecified)	8	0.3	0	2	20	9	1	-21	-4
CCOc1ccc(N(C)S(=O)(=O)c2ccc3[nH]cc(C(=O)NCC(OC)OC)c(=O)c3c2)cc1	7	-0.4	-5	1	10	4	18	-13	5
CC(=O)CCC(=O)NC1CCCc2c1cnn2-c1ccc(C(C)(C)C)cc1 (stereo unspecified)	11	1.9	-11	-5	14	0	-5	14	6
COC(=O)c1cc(S(=O)(=O)N2c3ccccc3CC2C)c[nH]1 (stereo unspecified)	-3	-1.7	2	-1	20	-3	21	-25	0
Cc1nnc(SCC(=O)NN2C(=O)NC3(CCCCC3)C2=O)s1	-6	-2.3	11	-2	-12	-3	6	10	-10

Screening results from PubChem BioAssay.
